C-LANA FP: blocks KSHV LANA C-terminal domain binding to DNA; 340,000 tested, 0.078% active; MBP-C-LANA/FAM-LBS DNA binding, fluorescence polarization; inhibition, % at 9 µM; AID 504423;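 active = highest replicate inhibition at or above 60% at 9 µM, even if other replicates fall short; inactive = all replicates below 60% inhibition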;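 also: 0% = neutral control wells and 100% = 4 µM acridine orange control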
RTF Ca sens inh: cardiac RTF calcium desensitization; P19429+P45379; inhibition, % at 7.15 µM; 340,000 tested, 0.12% active; IANBD-labeled cardiac RTF, Ca2+ fluorescence; AID 493244;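 active = inhibition above the mean inhibition of all tested compounds plus 3 SD, cut at about 17% in these data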;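 also: assay run at fixed EC70 calcium of 1.6 mM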
V-ATPase pHluor: alters yeast V-ATPase proton transport. S. cerevisiae, pHLuorin cytosolic pH fluorescence. AID 504577. response, % at 10 µM. 350,000 tested, 0.37% active; in the data active = response mostly above about 7.3%, no sharp cut-off; inactive = mostly below about 5.4%; also: actives read high; inactives centre near 0; some compounds called inactive have numbers as strong as hits
CAL PDZ FP-1: CAL PDZ (human) peptide binding inhibition; Q9HD26; purified CAL PDZ, TMR-peptide fluorescence polarization, 1 h; inhibition, % at 24.9 µM; 300,000 tested, 0.92% active; AID 602252;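 active = mean inhibition of at least 30% with at least half of replicates also reaching 30%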;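 also: 0% = DMSO neutral control and 100% = excess unlabeled competitor peptide PRC23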
CAL PDZ FP-2: inhibitors of human CAL PDZ peptide binding. Q9HD26. purified CAL PDZ, TMR-peptide fluorescence polarization, 1 h. inhibition, % at 20 µM. 330,000 tested, 0.02% active. AID 504414;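 active = highest replicate inhibition of at least 40%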;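 also: plate controls were DMSO neutral control wells for no effect and unlabeled competitor peptide control wells for full effect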
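Test system: tagged CAL PDZ domain / Buffer or medium: sodium phosphate/NaCl buffer pH 7.4 with TCEP, IgG, Thesit / Reagent: TMR-labelled reporter peptide T*-PRC34 bound in PDZ groove / Compound dosing: single point, 20 µM / Schedule: 1 h incubation at room temperature before polarization reading / Technique: fluorescence polarization (mP) / Benchmarks: unlabelled peptide, DMSO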
NSD2 inh: blocks human histone methyltransferase NSD2 | AID 743445 | NSD2 peptide methylation, AlphaScreen, 120 min | 310,000 tested, 0.54% active | O96028 | inhibition, % at 12.5 µM; in the data active = inhibition above about 50%
Target sequence (O96028 whole entry, looked up): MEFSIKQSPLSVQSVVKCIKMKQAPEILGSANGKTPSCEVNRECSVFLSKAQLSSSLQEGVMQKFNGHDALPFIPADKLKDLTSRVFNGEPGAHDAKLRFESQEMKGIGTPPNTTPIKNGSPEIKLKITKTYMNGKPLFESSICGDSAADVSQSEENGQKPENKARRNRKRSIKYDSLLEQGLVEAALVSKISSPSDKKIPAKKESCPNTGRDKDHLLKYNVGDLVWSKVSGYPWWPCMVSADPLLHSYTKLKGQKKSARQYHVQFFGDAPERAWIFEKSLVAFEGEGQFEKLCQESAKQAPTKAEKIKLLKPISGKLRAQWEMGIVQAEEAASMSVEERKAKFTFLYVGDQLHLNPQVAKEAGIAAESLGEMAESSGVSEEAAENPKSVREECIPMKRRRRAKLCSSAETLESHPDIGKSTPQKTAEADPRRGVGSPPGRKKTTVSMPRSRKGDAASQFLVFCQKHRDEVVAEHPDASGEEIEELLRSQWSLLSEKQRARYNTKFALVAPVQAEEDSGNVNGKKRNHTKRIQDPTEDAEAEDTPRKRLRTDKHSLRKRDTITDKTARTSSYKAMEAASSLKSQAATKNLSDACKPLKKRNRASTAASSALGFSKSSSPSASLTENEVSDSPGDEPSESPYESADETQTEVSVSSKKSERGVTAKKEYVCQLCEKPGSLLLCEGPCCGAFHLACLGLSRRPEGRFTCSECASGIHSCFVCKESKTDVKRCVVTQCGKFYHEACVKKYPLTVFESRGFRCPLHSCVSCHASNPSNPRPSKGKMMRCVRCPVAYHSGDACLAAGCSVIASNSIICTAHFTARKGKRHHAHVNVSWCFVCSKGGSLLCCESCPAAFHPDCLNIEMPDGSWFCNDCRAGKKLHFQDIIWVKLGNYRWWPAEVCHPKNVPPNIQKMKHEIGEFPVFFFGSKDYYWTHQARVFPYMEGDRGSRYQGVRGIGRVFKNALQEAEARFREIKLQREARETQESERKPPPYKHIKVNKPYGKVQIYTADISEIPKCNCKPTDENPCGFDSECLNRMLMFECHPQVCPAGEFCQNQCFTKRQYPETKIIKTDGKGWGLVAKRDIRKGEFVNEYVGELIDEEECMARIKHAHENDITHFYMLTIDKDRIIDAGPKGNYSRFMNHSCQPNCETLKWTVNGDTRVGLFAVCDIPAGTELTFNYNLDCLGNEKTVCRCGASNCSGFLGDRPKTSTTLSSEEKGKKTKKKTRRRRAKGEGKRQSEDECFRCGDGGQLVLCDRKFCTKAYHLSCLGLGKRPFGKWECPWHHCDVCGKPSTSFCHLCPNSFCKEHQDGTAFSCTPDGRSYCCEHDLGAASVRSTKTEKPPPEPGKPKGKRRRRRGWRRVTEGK
Arrestin-AP2 inh: blocks beta-arrestin peptide binding to AP2 adaptin; FITC-arrestin peptide / GST-AP2 beads, flow cytometry; AP2 beta2 appendage carries R879A mutation; inhibition, % at 10 µM; 340,000 tested, 0.31% active;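 active = inhibition above a set limit, near 3 SD of compounds lacking own fluorescence, cut at about 54% in these data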;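 also: plate controls were DMSO wells for no effect and 5 µM unlabelled arrestin peptide for full effect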
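Material – AP2 appendage R879A on GSH beads · Buffer or medium – PBS with 0.05% Tween 20 and 0.1% BSA · Probe or stimulus – fluorescein-tagged arrestin peptide at 50 nM final · Incubation – compound with beads 12 min RT, then probe 1 h RT · Detection – high-throughput flow cytometry of beads, ex 488, em 535 nm · Evaluation – percent response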
Pemphigus Ab inh: blocks pemphigus antibody binding to human desmoglein-3. P32926. DSG3-coupled beads, scFv-anti-DSG3-GFP binding, flow cytometry; active compounds read low. binding (percent of control), % at 10 µM. 310,000 tested, 0.48% active;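 active = binding more than 3 SD below its plate's average and above zero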;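 also: hits lower antibody fragment binding to DSG3; some compounds called inactive have numbers as strong as hits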
DAGLB inh: blocks human DAGLB lipase activity; AID 504411; HEK293T DAGLB membrane lysate, EnzChek fluorogenic substrate; 340,000 tested, 0.059% active; inhibition, % at 5.17 µM; in the data active = inhibition above about 34%;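 also: 0% = enzyme with vehicle and 100% = wells lacking enzyme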
Keap1-Nrf2 PPI: Keap1-Nrf2 (human) interaction inhibition; Q14145; Keap1 Kelch-Nrf2 peptide fluorescence polarization, 1536-well; inhibition, % at 9.4 µM; 340,000 tested, 0.15% active; AID 504523; in the data active = inhibition above about 12%;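 also: human Keap1 Kelch domain with fluorescein labeled Nrf2 9mer peptide probe; 0% = neutral control wells and 100% = peptide positive control; higher means more block of Keap1 binding to Nrf2 peptide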
Numbers without * were called inactive; nt = not tested or not shown. Not all compounds are listed; the hit share may differ from the screen's.

(1) NC(=O)c1ccc(NC(=O)Cc2csc(-c3ccccc3)n2)cc1
(2) Cc1nc2ccccn2c1C(=O)N/N=C/c1ccc2c(c1)OCO2
(3) CCc1cccc(NS(=O)(=O)c2ccc3c(c2)NC(=O)CC(=O)N3)c1
(4) O=C(O)c1ccc(-c2ccccc2)[nH]1
(5) CSCC[C@H](NC(=O)NCc1ccccc1F)C(=O)O
(6) COCc1c(C(=O)OCC(=O)N2c3ccccc3CC2C)oc2ccccc12 (stereo not given)
(7) Cc1csc(Nc2ccccc2)[n+]1-c1ccccc1
(8) CCC(=O)c1ccc(OCC(O)Cn2cnc3ccccc32)cc1 (stereo not given)

Assay by compound,1,2,3,4,5,6,7,8
CAL PDZ FP-2,-0.7,-3.4,19,-0.7,-0.6,-0.1,-1.3,-0.8
RTF Ca sens inh,-6,-6,0,3,7,3,3,-6
Pemphigus Ab inh,101,78,98,111,103,nt,104,nt
C-LANA FP,-1.2,-1.0,1.9,1.0,1.3,0.0,1.0,-2.7
NSD2 inh,-1,0,-1,2,-2,-5,13,0
V-ATPase pHluor,8,-3,1,-2,8,-6,3,-5
CAL PDZ FP-1,nt,-2,-3,2,-1,-4,-1,0
DAGLB inh,0,2,0,1,-3,-3,-4,-1
Arrestin-AP2 inh,-3,2,0,5,4,4,44,5
Keap1-Nrf2 PPI,-7,4,-1,2,-5,-3,-2,-5

(9) CCc1c(C)nc(SCC(=O)CC(=O)OC(C)C)c(C#N)c1C
(10) O=C(CSc1ccc(-c2ccccn2)nn1)NCc1ccc(F)cc1
(11) Cc1cc(C(C)(C)C)cc(C)c1CCNC(=O)c1ccc[n+]([O-])c1
(12) COC(=O)c1ccc(C23CC4(C2)[C@H](CN(CC2CCCCC2)[C@@H]4c2ccccc2)C3c2ccc(Cl)nc2)cc1 (stereo not given in full)
(13) Cc1cccc(NC(=O)CC2C(=O)NCCN2C(=S)Nc2ccccc2)c1 (stereo not given)
(14) COc1cccc(-c2sc3ccccc3c2-c2ccc(OCCN(C)C)cc2)c1
(15) CCc1ccc(NC(=O)CSc2nc3cc(C(=O)OC)ccc3c(=O)n2CC2CCCO2)cc1 (stereo not given)
(16) O=C(COC(=O)c1ccco1)NCCc1ccc(Cl)cc1

Assay by compound,9,10,11,12,13,14,15,16
CAL PDZ FP-2,-0.5,0.2,1.0,-1.2,1.0,-1.8,-1.9,-0.3
RTF Ca sens inh,4,9,-4,-3,1,-1,1,0
Pemphigus Ab inh,96,89,111,97,99,nt,100,nt
C-LANA FP,0.1,0.8,0.0,0.8,46,1.9,-2.7,1.8
NSD2 inh,-2,-3,2,nt,-1,nt,-3,0
V-ATPase pHluor,4,-3,-3,0,-4,-1,1,-2
CAL PDZ FP-1,-1,-9,-5,0,0,-1,-1,2
DAGLB inh,-4,1,-3,-7,4,-1,-2,1
Arrestin-AP2 inh,-11,10,10,6,18,-5,2,-7
Keap1-Nrf2 PPI,-4,0,-4,-7,0,-4,-7,1

(17) O=C(Cc1cccs1)NNC(=S)NCc1ccco1
(18) Cc1ccc(S(=O)(=O)NCc2ccco2)cc1C
(19) CN(CCOCCOc1ccc2ccccc2c1)Cc1ccccc1
(20) Cc1c(C(=O)N2CCOCC2)sc(NC(=O)C(C)C)c1C#N
(21) CC(=O)N(c1ccccc1)c1nc2ccccc2s1
(22) Cc1onc(-c2ccccc2Cl)c1C(O)c1ccc(F)cc1 (stereo not given)
(23) Cc1ccsc1/C=C/c1ccc2cccc(O)c2n1
(24) CCOc1nc(SCCOc2ccc(Cl)cc2Cl)nc(N(C)C)n1

Assay by compound,17,18,19,20,21,22,23,24
CAL PDZ FP-2,-0.1,-1.6,-4.5,-2.1,0.2,nt,2.0,-0.3
RTF Ca sens inh,-12,-17,-9,3,4,-7,4,-3
Pemphigus Ab inh,101,102,104,nt,93,110,94,112
C-LANA FP,0.5,0.2,0.3,0.9,0.6,-2.1,0.0,-1.3
NSD2 inh,3,0,-4,1,-2,-3,2,-3
V-ATPase pHluor,2,-4,-4,5,-4,0,-1,2
CAL PDZ FP-1,nt,-3,5,-3,-1,-4,0,-4
DAGLB inh,-1,-1,-5,-1,-2,-4,-12,-28
Arrestin-AP2 inh,-1,-2,8,2,0,15,-1,-1
Keap1-Nrf2 PPI,-4,-3,1,-1,-1,0,-4,-3

(25) CC(=O)NCCCc1nc2ccccc2n1Cc1ccc(C)cc1
(26) Cn1c(C(=O)NCc2cccs2)cc2oc3ccccc3c21
(27) CCN(C(=O)CSc1nc2ccccc2n1CCc1ccccc1)C1CCS(=O)(=O)C1 (stereo not given)
(28) COc1ccc(CNC(=O)C(c2ccc(O)cc2)N(Cc2ccco2)C(=O)c2snc(C(N)=O)c2N)cc1 (stereo not given)
(29) COc1ccccc1CNc1nc(SC)ncc1CO
(30) O=C(NNC(=S)NC(=O)c1ccco1)c1ccc(NC(=O)c2ccccc2)cc1
(31) CCCn1c(SCC(=O)NC(C)C)nc2sc3c(c2c1=O)CCC3
(32) CCOc1ccccc1CNC(=O)c1ccc(NC(=O)C2=CSCCO2)cc1

Assay by compound,25,26,27,28,29,30,31,32
CAL PDZ FP-2,-1.5,-1.9,-0.6,-1.5,-0.5,nt,-1.8,-2.9
RTF Ca sens inh,1,-38,2,-6,-7,3,-2,-3
Pemphigus Ab inh,90,106,99,nt,102,100,105,100
C-LANA FP,1.5,0.3,1.4,0.0,-0.7,0.6,-0.9,-1.1
NSD2 inh,0,-1,1,-1,-2,-2,-1,-2
V-ATPase pHluor,-7,0,-1,-4,2,1,1,3
CAL PDZ FP-1,-4,2,-6,2,-2,3,-6,-3
DAGLB inh,2,-11,-1,0,0,2,-1,-2
Arrestin-AP2 inh,-12,3,9,24,4,-11,18,7
Keap1-Nrf2 PPI,-7,-3,-4,2,-9,-4,1,0

(33) Cc1ccc(-c2nn(-c3ccccc3)cc2/C=N/n2c(-c3cccs3)n[nH]c2=S)cc1
(34) CCOC(=O)C1=C(C)C(c2ccc(OC)cc2OC)NC(=O)N1 (stereo not given)
(35) O=c1c2ccccc2nc(-c2ccc(Br)cc2)n1Cc1ccccc1
(36) Cc1ccc(S(=O)(=O)N(C)C)cc1-n1c(SCC(=O)Nc2ccc(F)c(F)c2F)nc2ccccc2c1=O
(37) CC(C)CCNC(=O)c1ccccc1NC(=O)C1=CSCCO1
(38) O=C(O)CSc1nc(-c2ccccc2)nc2c1oc1ccccc12
(39) O=S(=O)(NCc1csc(-c2cccnc2)n1)c1ccc(F)cc1
(40) O=C(O)C(O)Cc1c[nH]c2ccccc12 (stereo not given)

Assay by compound,33,34,35,36,37,38,39,40
CAL PDZ FP-2,nt,-0.4,-1.6,-0.9,-3.4,-2.0,-1.1,0.1
RTF Ca sens inh,nt,3,-1,2,-7,-2,-9,-8
Pemphigus Ab inh,103,108,97,108,97,nt,99,101
C-LANA FP,nt,-1.1,-0.3,-0.8,2.2,-0.7,-2.8,1.5
NSD2 inh,10,0,-3,-2,2,0,nt,nt
V-ATPase pHluor,3,0,2,8,2,-2,-1,0
CAL PDZ FP-1,nt,1,-5,4,-2,-20,0,5
DAGLB inh,nt,-4,-9,-2,-3,5,2,-2
Arrestin-AP2 inh,-3,2,4,11,-2,13,7,-1
Keap1-Nrf2 PPI,nt,-3,-1,-4,-4,2,-4,-1

(41) CC(NC(=O)c1ccc(-c2cc(C(F)(F)F)ccc2Cl)o1)c1ccccc1 (stereo not given)
(42) O=C(CSc1ccc(-c2cccs2)nn1)N1CCCCC1
(43) Cc1cccc(NC(=O)NC2CCCCCCC2)c1C
(44) O=C(COC(=O)c1cnccn1)c1ccc2c(c1)CCCC2
(45) Cn1c(N)c(C(=O)CSc2nnnn2-c2ccccc2)c(=O)n(C)c1=O
(46) Cc1ccc(NC(=O)c2ncn(CCCNCC3CCCO3)n2)cc1C (stereo not given)

Assay by compound,41,42,43,44,45,46
CAL PDZ FP-2,-2.5,-0.1,-2.0,0.1,0.8,-1.0
RTF Ca sens inh,6,-10,-5,1,-2,-1
Pemphigus Ab inh,nt,108,103,98,101,105
C-LANA FP,-0.4,2.0,-1.0,-0.5,0.7,1.3
NSD2 inh,0,nt,-2,-3,-1,nt
V-ATPase pHluor,0,5,3,2,1,-1
CAL PDZ FP-1,6,0,3,-3,-3,0
DAGLB inh,-5,1,-2,-2,-4,-3
Arrestin-AP2 inh,-5,11,-11,4,-3,25
Keap1-Nrf2 PPI,-2,3,-1,-4,3,-5

7 entries drawn at random from those above:
(37) CC(C)CCNC(=O)c1ccccc1NC(=O)C1=CSCCO1
(42) O=C(CSc1ccc(-c2cccs2)nn1)N1CCCCC1
(7) Cc1csc(Nc2ccccc2)[n+]1-c1ccccc1
(25) CC(=O)NCCCc1nc2ccccc2n1Cc1ccc(C)cc1
(41) CC(NC(=O)c1ccc(-c2cc(C(F)(F)F)ccc2Cl)o1)c1ccccc1 (stereo not given)
(34) CCOC(=O)C1=C(C)C(c2ccc(OC)cc2OC)NC(=O)N1 (stereo not given)
(33) Cc1ccc(-c2nn(-c3ccccc3)cc2/C=N/n2c(-c3cccs3)n[nH]c2=S)cc1

Assay by compound,37,42,7,25,41,34,33
CAL PDZ FP-2,-3.4,-0.1,-1.3,-1.5,-2.5,-0.4,nt
RTF Ca sens inh,-7,-10,3,1,6,3,nt
Pemphigus Ab inh,97,108,104,90,nt,108,103
C-LANA FP,2.2,2.0,1.0,1.5,-0.4,-1.1,nt
NSD2 inh,2,nt,13,0,0,0,10
V-ATPase pHluor,2,5,3,-7,0,0,3
CAL PDZ FP-1,-2,0,-1,-4,6,1,nt
DAGLB inh,-3,1,-4,2,-5,-4,nt
Arrestin-AP2 inh,-2,11,44,-12,-5,2,-3
Keap1-Nrf2 PPI,-4,3,-2,-7,-2,-3,nt

From PubChem
